Screening data from PubChem.
IL1B secr inh: blocks inflammasome-driven IL-1 beta release. AID 743279. 360,000 tested, 4.7% active. activity change, % at 57.5 µM. THP-1 LPS/ATP IL-1B secretion, AlphaLISA, 16 h; hits give low values; in the data active = activity change below about -50%; inconclusive = mostly about -30% to -49%; note: % is set by controls: 0 for no effect and ±100 for the full control effect
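THP-1 cells pretreated 1 hr with compounds (up to 57.5 uM final), then stimulated with LPS (250 ng/mL final) plus ATP (1.25 mM final); secreted IL-1B measured by AlphaLISA after 16 hr, decreased signal indicating inhibition.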
MCF10A rerep: induces DNA re-replication in MCF 10a normal breast cells; MCF 10A DNA re-replication, Hoechst nuclear intensity, 48 h; Potency, µM (top dose mostly 46.1 µM), for inactives: at the top dose activity, positive = re-replication, usual class: activators; 350,000 tested, 2.9% active; note: potency is the fitted concentration of half-maximal effect; % of control where 0% means no effect; nearly all actives have a fitted effect of over 50% in size
KB-3-1 cytotox: KB-3-1 parental cell cytotoxicity. KB-3-1 viability, CellTiter-Glo ATP luminescence, 72 h. Potency, µM (highest dose often 46.1 µM), inactives show at the top dose activity change, negative = cytotoxic, actives largely listed as cytotoxic. 400,000 tested, 1.4% active. AID 1347075; note: potency is the fitted concentration of half-maximal effect; % is set by controls: 0 for no effect and ±100 for the full control effect; nearly all actives have a fitted effect of over 60% in size
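KB-3-1 cells, DMEM (no phenol red) + 10% FBS; compound by pin transfer, 72 h, 37 °C. Readout: CellTiter-Glo luminescence after 10 min. Data normalized, curve-fitted.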
HT1080-NT tox: kills 2HG-producing HT-1080-NT fibrosarcoma cells; HT-1080-NT fibrosarcoma viability, CellTiter-Glo ATP luminescence, 48 h; Potency, µM (series often up to 46.1 µM), for inactives: top-dose activity, negative = less viability, usual class: cytotoxic; 360,000 tested, 1.6% active;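 note: NT is the 2HG producing partner of a matched IDH1 knockdown line; potency is the fitted concentration of half-maximal effect; 0% = DMSO-treated cells and -100% = media-only wells without cells; nearly all actives have a fitted effect of over 55% in size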
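Fibrosarcoma NT cells, 750 per well in 5% FBS RPMI, were exposed to compound for 48 hours. Viability: CellTiter-Glo luminescence.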
HT1080 IDH1KD tx: kills HT-1080 cells with IDH1 knockdown | HT-1080 IDH1 knockdown viability, ATP luminescence, 48 h | Potency, µM (highest dose often 46.1 µM), inactives show top-dose activity, negative = toxicity, usual class: cytotoxic | 360,000 tested, 2% active | AID 686971;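 note: potency is the fitted concentration of half-maximal effect; 0% = DMSO wells and -100% = cell-free medium wells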
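% activity derives from luminescence (CellTiter-Glo), normalised to DMSO and no-cell wells. HT-1080-IDH1KD cells, 750/well, had 48 h compound exposure at 37 °C.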
ATXN viability: viability counter-screen for ATXN expression inhibitors; S2 cells (HEK-293 line with an ATXN2-luciferase reporter) viability, CellTiter-Fluor protease fluorescence, 24 h; Potency, µM (series often up to 56.7 µM), hits mostly cytotoxic; 400,000 tested, 0.49% active; AID 651635; note: potency is the fitted concentration of half-maximal effect; nearly all actives have a fitted effect of over 40% in size
SW480 rerep: induces DNA re-replication in SW480 colon adenocarcinoma cells. SW480 DNA re-replication, Hoechst DNA content imaging, 48 h. Potency, µM (highest dose often 46.1 µM), for the others: at the highest dose re-replication activation, usual class: activators. 340,000 tested, 1.8% active; note: potency is the fitted concentration of half-maximal effect; % of control where 0% means no effect; nearly all actives have a fitted effect of over 55% in size
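Per well, 250 cells were exposed to pinned compound for 48 hr. Nuclear DNA was visualised with Hoechst (40 min, 37 C) and total object intensity recorded by fluorescence scanning.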
ATXN2 expr inh: ATXN2 expression inhibition; AID 1745845; HEK-293 ATXN2-luciferase reporter, luminescence, 24 h; Potency, µM (titrated, usually from 57 µM), for inactives: top-dose activity change, negative = inhibition, usual class: inhibitors; 360,000 tested, 0.72% active; note: potency is the fitted concentration of half-maximal effect; % is set by controls: 0 for no effect and ±100 for the full control effect; nearly all actives have a fitted effect of over 55% in size
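qHTS (up to 57 uM final) was run with 24 h compound exposure of reporter cells at 37 °C. Each well was multiplexed: SteadyGlo luminescence measured ATXN2-luciferase expression after a fluorogenic Gly-Phe-AFC viability readout (25 uM final).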
HepG2 tox: counter-screen for TGF-b inhibitors: cytotoxicity in HepG2 cells | HepG2 CAGA-GFP viability, ATP luminescence, 18 h | Potency, µM (top dose mostly 46.1 µM), for inactives: at the highest dose activity change, negative = cytotoxicity, usual class: cytotoxic | 410,000 tested, 0.76% active; note: potency is the fitted concentration of half-maximal effect; some results filed as inactive show a strong effect at the top dose
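HepG2 CAGA-GFP cells (1000/well, DMEM with 1% FBS) received compound, then TGF-beta at 500 pg/mL final, and were incubated 18 hours at 37 degrees C. Viability was read by CellTiter-Glo luminescence. Media-only wells were set as complete cell-killing and DMSO as no toxicity.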
Starred values were filed as active, the others as inactive; i = inactive; ? = inconclusive; . = no result given; [ ] = remark or other dose. Unless noted, calls come from the whole dose curve; as a rule, active = well fitted curve in the direction sought with a large enough effect; inconclusive = small, poorly fitted or top-dose-only effect, or another doubt; inactive = no such curve, though single readings can be large; an effect the other way counts as inactive or inconclusive.

SMILES	IL1B secr inh	MCF10A rerep	KB-3-1 cytotox	HT1080-NT tox	HT1080 IDH1KD tx	ATXN viability	SW480 rerep	ATXN2 expr inh	HepG2 tox
Cc1ccc2c(c1)C(c1ccccc1)N(C(=O)c1c(F)cccc1Cl)CC(=O)N2 (configuration not stated)	10.5	9.5%	?	-6.9%	-13.0%	i	4.6%	-15.9%	-23.2%
COc1cc(C)nn1-c1ccc(Cl)cc1	-10.2	0.5%	9.7%	?	17.4%	i	6.3%	-10.7%	-1.5%
Cc1ccccc1Nc1c([N+](=O)[O-])ccc2nonc12	-1.2	5.1%	-16.6%	2.1%	-2.9%	i	33.7%	-15.2%	-3.6%
CC(C)(C)C(=O)Nc1cccc(-c2ncon2)c1	0.0	-0.7%	-23.5%	-1.1%	16.1%	i	-7.9%	.	5.0%
COC(=O)c1sccc1NC(=O)c1ccc(OC)c(OC)c1	33.0	1.9%	-7.8%	14.1%	-0.1%	i	13.6%	-0.3%	-4.8%
Nc1nc2ccccc2cc1-c1cccs1	-13.5	1.7%	-9.0%	5.1%	14.9%	i	-7.4%	52.3%[activator]	4.9%
Cc1ccc(CN2CCN(/N=C/c3ccc(Cl)c([N+](=O)[O-])c3)CC2)cc1	-73.7*	6.2%	-0.9%	17.8%	15.4%	i	-20.6%	-17.4%	-18.0%
O=C(COc1ccc2c(C(F)(F)F)cc(=O)oc2c1)Nc1ccc(N2CCOCC2)cc1	3.5	3.2%	0.6%	-2.3%	2.8%	i	1.0%	2.4%	8.3%
N#CC1(NC(=O)COC(=O)c2cc([N+](=O)[O-])ccc2N2CCOCC2)CCCCC1	1.4	2.2%	7.8%	6.8%	5.9%	?	-7.6%	0.8%	-13.6%
CC(=O)Nc1ccc(NC(=O)C(C)OC(=O)CCC2CCCCC2)cc1 (configuration not stated)	3.6	-4.1%	.	-1.8%	-3.4%	i	3.3%	-1.4%	-43.4%
O=C(OCc1cn([C@@H]2C[C@H](c3ccc(Cl)cc3)N(C(=O)C3CCCCC3)C[C@H]2O)nn1)c1ccccc1	-20.0	.	5.9%	-26.7%	?	?	.	?	-27.9%
CCCCN(CC)CCNC(=O)c1c(C)oc2ncnc(N3CCOCC3)c12	.	.	11.6%	.	.	i	.	-3.2%	6.8%
O=C(CN(Cc1cccs1)C(=O)CN1C(=O)COc2ccccc21)NCc1ccco1	-8.9	-5.3%	1.5%	1.3%	-16.8%	i	-2.3%	-11.1%	-11.6%
N=c1c(S(=O)(=O)c2ccccc2)cc2c(=O)n3ccccc3nc2n1C1CCCC1	8.6	17.8%	-16.0%	-2.5%	-9.0%	i	1.8%	-0.7%	-23.0%
O=C(COC(=O)C1CCN(c2ccc(C(F)(F)F)cn2)CC1)NCc1ccc(Cl)cc1Cl	-11.2	3.3%	?	5.7%	-1.6%	?	0.1%	-11.1%	-19.6%
CCc1[nH]c(C(=O)O)c(C)c1C(=O)OC	-12.4	0.3%	-5.5%	7.8%	-1.7%	i	1.0%	2.2%	16.7%
COc1ccc(Cc2cc(NCc3ccccc3)c3ncn(C(C)C)c3c2)cc1	-15.1	28.8%	?	?	-22.1%	?	7.7%	-8.2%	11.2µM*
CCc1ccc2c(c1)cc(CN(C(=S)Nc1ccccc1Cl)C1CC1)c1nnnn12	14.3	1.3%	0.6%	3.5%	1.0%	i	-2.7%	-12.6%	-9.7%
COc1ccc(OC)c(C2C3=C(N=c4s/c(=C\c5cccc(O)c5)c(=O)n42)c2ccccc2CC3)c1 (configuration not stated)	-55.4*	?	?	-20.5%	20.6µM*	?	?	?	-44.1%
O=C(Nc1ccc(S(=O)(=O)NC2=NCCCCC2)cc1)c1ccc(=O)[nH]c1	32.2	-5.6%	0.9%	10.0%	6.0%	i	-61.6%[inhibitor]	-28.4%	7.3%
COC(=O)c1cccc(N2CCCC2=O)c1	-9.7	-0.2%	2.1%	0.0%	0.7%	i	3.2%	.	-0.3%
COc1ccc(CNc2nc3nc(C)cc(C)n3n2)cc1OC	-4.1	6.1%	1.0%	-3.5%	-0.8%	i	-3.4%	9.5%	-21.1%
O=C(Cc1ccc(NC(=O)C2CCCN(C(=O)C3CC3)C2)cc1)Nc1cccc(C(=O)N2CCCC2)c1 (configuration not stated)	12.7	8.8%	0.0%	4.5%	7.2%	i	-39.9%	-8.1%	14.5%
COc1ccc(OCC(=O)O/N=C(\N)Cc2ccc(Cl)cc2Cl)cc1	-15.2	2.1%	-15.3%	5.0%	7.5%	i	6.8%	-9.8%	-24.7%
CSc1nnc(-c2nnc(SC)n2-c2ccccc2)n1-c1ccccc1	6.5	1.2%	3.3%	0.5%	0.6%	i	?	0.2%	2.2%

Other structures follow.
SMILES	IL1B secr inh	MCF10A rerep	KB-3-1 cytotox	HT1080-NT tox	HT1080 IDH1KD tx	ATXN viability	SW480 rerep	ATXN2 expr inh	HepG2 tox
Cc1ccn2cc(C(=O)Nc3ccccc3N3CCOCC3)nc2c1	-9.0	-2.7%	13.5%	0.0%	0.0%	i	-4.3%	8.5%	-13.5%
CC(=O)Nc1cc(S(=O)(=O)C(F)(F)F)ccc1Cl	22.7	1.8%	0.0%	?	15.3%	i	-4.5%[9.22 µM]	1.5%	-4.3%
C=C(C)Cn1c(N2CCC(Cc3ccccc3)CC2)nc2c1c(=O)[nH]c(=O)n2C	6.9	19.9%	1.4%	?	?	i	-0.8%	-11.0%	-3.5%
CC1CN(C(=O)COC(=O)c2cccc(NS(=O)(=O)c3ccccc3)c2)CC(C)O1 (configuration not stated)	40.7	16.2%	5.0%	-1.4%	-1.8%	i	-120.8%[inhibitor]	2.5%	-6.1%
CCCc1cc(=O)[nH]c(Nc2cccc(Cl)c2Cl)n1	.	.	-6.5%	.	.	i	.	10.6%	-51.5%
C1=C(c2ccco2)N2CCN=C2S1	-1.3	?	6.0%	8.8%	10.2%	i	0.9%	-6.0%	-13.8%
COc1ccc2c(c1)CCc1cnoc1-2	-17.1	0.4%	-0.9%	1.0%	-0.9%	i	0.0%	-0.2%	-0.7%
CCn1nc(C(=O)Nc2ccccc2N2CCCC2)c2ccccc2c1=O	-62.3*	?	?	-0.8%	-27.4%	i	-515.7%[inhibitor]	?	-4.7%
CCOc1ccc(S(=O)(=O)N(CC(=O)NCc2ccncc2)c2ccc(C)cc2)cc1	41.8	?	?	-0.8%	-25.3%	i	-12.6%	5.2%	5.5%
N/C(=N\OC(=O)COc1ccc2ccccc2c1)c1cccnc1	?	20.5%	1.2%	0.3%	15.1%	i	0.9%	8.3%	-32.5%
CCCCC(=O)Nc1ncc([N+](=O)[O-])s1	0.0	?	17.5%	-2.1%	-4.8%	i	-4.0%	-17.8%	15.1%
COC(=O)CCn1nnc(-c2ccc(C)cc2)n1	-8.7	1.9%	0.3%	-0.3%	10.1%	i	-1.3%	1.9%	-2.8%
COc1ccc(Nc2nnc(-c3ccc(C)c(S(=O)(=O)NCCO)c3)c3ccccc23)cc1C(N)=O	.	.	0.2%	.	.	i	.	-3.6%	4.4%
Cc1cccc(Oc2nc(CN3CCOCC3)nc3sc4c(c23)CCCC4)c1	?	?	-2.7%	-17.0%	-7.2%	i	3.3%	-9.3%	-19.1%
N#CC(C#N)=C1SC(=Nc2ccccc2)C(=Nc2ccccc2)N1c1ccccc1	-9.0	3.26µM*	20.6µM*	?	?	26.7µM*	?	26.7µM*	10.9%
CN(C(=O)c1coc(=O)c2ccccc12)c1ccc(Br)cc1	0.7	6.5%	12.2%	-5.2%	-1.6%	i	0.3%	-6.5%	42.5%
c1ccc2c3c([nH]c2c1)C1(CCCCC1)NCC3	-16.1	-0.3%	-0.1%	-0.7%	-1.3%	i	-36.4%[inhibitor]	-16.3%	-11.4%
Nn1cnnc1N/N=C/c1cc([N+](=O)[O-])c(Cl)cc1Cl	-61.8*	9.7%	-0.4%	0.9%	1.7%	?	?	-7.8%	0.2%
O=C(Cn1nc2ccccc2n1)N/N=C/c1cc(Cl)cc([N+](=O)[O-])c1O	36.5	?	?	?	-28.0%	i	11.6µM*	?	4.8%
Cc1ccc(C(=O)OCC(=O)c2c[nH]c3ccccc23)cc1	39.9	10.8%	0.8%	-10.2%	-9.9%	i	-0.8%	0.0%	-2.7%
Cc1ccc(S(=O)(=O)NNC(=O)c2ccncc2)cc1	-0.5	-82.1%[inhibitor]	-20.6%	15.2%	6.4%	i	0.1%	2.0%	3.9%
Cc1ccc(-n2c(SCc3ccccc3)nc3c([nH]c4ccccc43)c2=O)cc1	.	.	5.3%	.	.	i	.	7.7%	-1.4%
COC(=O)c1ccccc1S(=O)(=O)N1CCC(C(=O)OCc2ccc([N+](=O)[O-])cc2)CC1	12.8	-2.2%	-9.7%	3.3%	2.9%	?	1.2%	-5.9%	-1.9%
Nc1ccc(Cc2ccccn2)cc1	-2.2	-0.6%	-0.2%	-3.8%	-0.6%	i	-1.8%	.	-18.7%
COc1cccc(CNCC(O)COc2ccc(C(=O)c3ccccc3)cc2)c1 (configuration not stated)	-19.4	?	4.5%	?	?	i	-4.7%	-16.4%	-29.5%

Arranged by formula weight (smallest number first): part of the list above.
SMILES	IL1B secr inh	MCF10A rerep	KB-3-1 cytotox	HT1080-NT tox	HT1080 IDH1KD tx	ATXN viability	SW480 rerep	ATXN2 expr inh	HepG2 tox
COc1ccc2c(c1)CCc1cnoc1-2	-17.1	0.4%	-0.9%	1.0%	-0.9%	i	0.0%	-0.2%	-0.7%
CCCc1cc(=O)[nH]c(Nc2cccc(Cl)c2Cl)n1	.	.	-6.5%	.	.	i	.	10.6%	-51.5%
C=C(C)Cn1c(N2CCC(Cc3ccccc3)CC2)nc2c1c(=O)[nH]c(=O)n2C	6.9	19.9%	1.4%	?	?	i	-0.8%	-11.0%	-3.5%
Cc1ccc(-n2c(SCc3ccccc3)nc3c([nH]c4ccccc43)c2=O)cc1	.	.	5.3%	.	.	i	.	7.7%	-1.4%
